NCI-60 one-dose screen, 48 h, at 10 µM unless noted. Numbers give growth in % (100 = growth as untreated, 0 = no growth, -100 = all killed).
NCI-H322M = NCI-H322M lung cancer; actives 2.7% (n = 80,000); AID 1794733
NCI-H460 = NCI-H460 lung cancer; actives 6.8% (n = 82,000)
A498 = A498 renal cancer cells; actives 5.4% (n = 76,000); AID 1794774
NCI-H23 = NCI-H23 lung cancer; actives 4% (n = 80,000)
NCI-H226 = NCI-H226 lung cancer; actives 3.5% (n = 79,000); AID 1794732
COLO 205 = COLO 205 colon cancer. actives 7.3% (n = 79,000). AID 1794742
RXF 393 = RXF 393 renal cancer cells; actives 6.9% (n = 77,000); AID 1794773
NCI-H522 = NCI-H522 lung cancer; actives 8% (n = 78,000); AID 1794739
HT29 = HT29 colon cancer | actives 7.4% (n = 81,000)
Numbers without * were called inactive; · = not tested or not shown; & = joins results of further samples. The calls were made as follows: active = growth percent below 10; inactive = the rest. Compounds as they come (roughly 12% active in at least one column).

SMILES	NCI-H322M	NCI-H460	A498	NCI-H23	NCI-H226	COLO 205	RXF 393	NCI-H522	HT29
COc1ccccc1/C=C/C(=O)c1nnn(-c2ccc(F)cc2)c1C	71	28	67	43	53	72	41	54	4.8*
Cn1c(-c2ccccc2)cc(=O)cc1-c1ccccc1	97	38	106	74	101	97	62	56	25
CCC(=O)OC(c1cc2c(cc1Br)OCO2)C(C)Br (stereo unspecified)	105	108	99	101	91	121	107	101	103
COc1cc(/C=N/NC(=O)Cn2cnc3c(c(C)nn3-c3ccccc3)c2=O)ccc1O	82	112	88	97	91	115	97	87	107
CSC1=N/C(=C\c2cccc(OCc3ccc(Cl)cc3)c2)C(=O)N1	87	81	62	83	75	83	104	48	77
CC(=O)OC1OC(COS(=O)(=O)c2ccc(C)cc2)C(OC(C)=O)C(OC(C)=O)C1OC(C)=O (stereo unspecified)	115	106	86	100	102	110	106	103	108
COc1cc(Cn2c(SCCC(=O)Nc3ccc(F)cc3)nc3ccccc3c2=O)cc(OC)c1OC	81	97	63	91	79	96	74	54	87
CCOC(=O)c1cc(C(=O)c2cc(OC)c(OC)c(OC)c2)n2ccc(-c3cc[n+](CC(=O)c4cc(OC)c(OC)c(OC)c4)cc3)cc12	·	-10*	80	64	91	44	66	-21*	-10*
O=C(Nc1ccc2c(O)cc(S(=O)(=O)O)cc2c1)c1ccccc1	·	104	100	99	95	107	104	72	91
CCOCCOCCOC(C)Oc1ccc(CCC(C)=O)cc1 (stereo unspecified)	111	106	103	99	103	115	118	94	102
O=c1oc2ccc(Cl)cc2c(=O)n1-c1ccc(Cl)cc1F	4.9*	3.6*	-72*	-4.8*	·	6.9*	4.5*	-21*	7.1*
CCOC(=O)c1ccc(NC(=S)NC(=O)c2ccc(NC(=O)C(C)C)cc2)cc1	90	95	90	75	90	93	127	86	97
CCOC(=O)/C=C/c1nc(C(=O)OCC)c(C)c(=O)[nH]1	109	104	140	97	108	140	112	94	107
COc1ccc(-c2cc(-c3nnc(SC/C(=N\O)c4ccccc4)n3-c3ccccc3)c3cc(OC)ccc3n2)cc1	95	98	112	95	94	120	104	93	104
Cc1cc(N(CCNc2ccnc3cc(Cl)ccc23)Cc2ccccn2)nc(N2CCCCC2)n1	82	73	71	75	94	·	47	72	25
CC(=O)Nc1cccc(C(=O)C2=Cc3cc4ccccc4n3Cc3cnnn32)c1	92	103	129	99	85	102	90	83	102
COc1ccc(N2C(=O)CCSC2=S)cc1	102	101	90	100	·	114	101	93	106
Brc1cccc(/C=N/Nc2ncnc3sc4c(c23)CCNC4)c1	·	99	96	98	95	84	76	107	87
O=C1C(=Nc2ccc(Cl)c(C(F)(F)F)c2)c2cccc3cccc1c23	96	98	117	101	107	102	132	104	52
Nc1nccc(N2CCCCC2)n1	121	116	·	103	110	105	125	96	103
COC(=O)c1ccc2[nH]c(O)c(C(=Nc3ccc(N(C)C(=O)CN4CCN(C)CC4)cc3)c3ccc([N+](=O)[O-])cc3)c2c1	42	48	26	57	56	44	34	34	38
COc1ccc(-c2nnc(CNc3ccccc3OC)o2)cc1	98	101	99	93	89	100	98	75	101
CNc1ccc(Nc2cccc(C)c2)c2c1C(=O)c1ccccc1C2=O	82	88	89	90	93	105	93	76	97
CCCC(C)OC(=O)c1cccc([N+](=O)[O-])c1 (stereo unspecified)	106	95	108	113	106	·	111	102	103
O=C1OC(c2cc(Br)c(O)c(Br)c2)c2ccccc21 (stereo unspecified)	111	101	109	105	103	107	113	·	104
O=C1O/C(=C(/Br)c2ccccc2)c2ccccc21	93	102	84	93	94	106	100	96	111
CC(C)c1ccc(C(C)C)cc1	113	107	85	104	99	108	105	105	103
Cc1cc(NS(=O)(=O)c2ccc(Nc3nc(/C=C/c4ccc([N+](=O)[O-])cc4)nc4ccccc34)cc2)no1	99	106	109	87	94	116	·	94	109
COc1ccc(-c2nc3sc4cc(OC)ccc4n3c2-c2nc3cc(Cl)c(Cl)cc3[nH]2)cc1	81	89	84	86	112	89	81	83	93
Nc1ncnc2c1cnn2C1CC(O)C(CO)O1 (stereo unspecified)	122&105	113&115	106&92	100&107	105&101	114&111	117&132	99&105	102&101
O=C(CSc1nc2ccccc2c(=O)n1-c1ccccc1)N/N=C/c1ccc(N2CCCCC2)cc1	90	98	102	97	89	113	106	85	104
CC(=O)OCC(=O)[C@H]1CCC2C3CCC4=CC(=O)CC[C@]4(C)C3CC[C@@]21C (stereo partly specified)	92	103	86	96	87	109	112	73	84
O=S(=O)(NCCNc1nccc(-n2cnc3ccccc32)n1)c1cccc2ccccc12	103	101	88	107	88	115	89	84	112
Cc1cc(C)c(-c2c(N)cc(Br)cc2Br)c(N)c1	102	83	71	71	76	54	10	63	49
O=C(O)c1cc(=O)c2c(OCC(O)COc3cccc4oc(C(=O)O)cc(=O)c34)cccc2o1	101	121	127	109	96	103	111	92	98
COc1cc(OC)c(/C=C/c2ccc3ccccc3[n+]2C)c(OC)c1	18	1.5*	7.1*	1.7*	26	-51*	34	·	3.1*
CC(=O)N1N=C(c2ccc(F)cc2)CC1c1sc(N(C)Cc2ccccc2)nc1Cl (stereo unspecified)	100	106	104	85	102	99	101	82	94
CC(=O)Nc1nc(C)c(C(=O)N/N=C/N2CCOCC2)s1	115	113	110	106	100	127	119	25	107
Cn1cc(-c2csc(-c3cn(C(=O)OC(C)(C)C)c4ccc(Br)cc34)n2)c2ccnc(Cl)c21	85	69	90	82	73	91	78	67	89
Nc1nc(N)c2c(n1)NC(c1ccc(Cl)cc1)C1CCc3ccccc3C1=N2 (stereo unspecified)	72	23	70	47	60	52	83	77	42
C[C@@H]1N=C(c2ccc(Cl)cc2)Nc2nc3ccccn3c2C1=O	87	96	118	81	88	92	98	66	85
C/C(=N\Nc1ccc(C(=O)O)cc1)c1cnn(-c2cc(=O)[nH]c3ccc(Br)cc23)c1C	99	119	140	102	95	116	132	101	114
O=C(NNC(=O)c1ccncc1)C1=CN=C2Sc3cc(F)ccc3N2[C@H]1c1ccccn1	97	100	82	88	112	94	104	75	94
COc1cc(C2CN(C)C3(C(=O)Nc4ccccc43)C2C(=O)c2ccc(Br)cc2)cc(OC)c1OC (stereo unspecified)	99	104	103	92	101	110	92	86	101
COc1ccc(/C=C/c2c(C(=O)c3ccccc3)c(C)nc3ccccc23)cc1	93	85	95	51	78	96	100	64	79
O=C(/C(=C/c1ccc(Br)cc1)c1ccccc1)c1ccccc1	93	88	91	96	90	110	·	86	87
Cc1cc(Br)ccc1Nc1nc(N)nc(N)c1N=O	121	105	74	93	97	111	115	88	97
CCOC(=O)C1=C(C)n2nc(CC#N)c(C#N)c2NC1c1ccc(C2Nc3c(C#N)c(CC#N)nn3C(C)=C2C(=O)OCC)cc1 (stereo unspecified)	100	100	128	87	87	103	103	98	104
CN1C(CCl)Nc2cc(Cl)c(S(N)(=O)=O)cc2S1(=O)=O (stereo unspecified)	94&106	104&107	123&98	109&102	97&95	123&109	104&104	91&93	127&100
COc1ccccc1N1CCN(CCCOc2ccc(C(=O)/C=C3/C(=O)Nc4ccccc43)cc2)CC1	89	66	89	45	53	65	72	66	26
CC[C@@H](C)/C=C(C)/C=C/C(=O)c1c(O)c(-c2ccc(OC(=O)[C@@]34CC[C@@](C)(C(=O)O3)C4(C)C)cc2)cn(O)c1=O	-4.0*	-7.5*	50	22	37	112	32	·	60
O=[N+]([O-])c1ccc(N=Nc2c(Cl)c(O)c3ccccc3c2O)nc1	118	91	83	87	101	107	115	70	91
CC(C)CC(CC(C)C)N(C)C(C)(C)O	111	106	108	99	100	103	112	84	93
N#Cc1c2ccccc2nc2ccccc12	110	101	67	100	94	107	·	101	110
O=c1[nH]nc(-c2ccc(Br)cc2)cc1Cc1ccc(O)cc1	126	103	103	98	86	99	·	89	103
Cc1ccc(-c2nnc(SCC(=O)NC3=NN=C(c4ccc(Cl)cc4)CS3)o2)cc1	111	102	98	101	89	·	118	90	98
COc1cccc(/C=C/C(=O)c2ccc(NC(=O)c3cc4cc5cc(OC)ccc5nc4s3)cc2)c1	95	101	77	91	107	114	110	83	95
COc1c2c(c(OC)c3c1OCO3)S(=O)(=O)OC(C)C2 (stereo unspecified)	99	104	74	99	99	115	107	86	100
Cc1cc(C)nc(NS(=O)(=O)c2ccc(Nc3nc4nc(SCc5ccccc5)nc(-c5ccc(O)cc5)c4c(=O)[nH]3)cc2)n1	111	107	91	106	94	103	79	·	123
COc1cc2c(cc1OC)C1=NN(C(=O)Nc3ccc(F)cc3)C(c3ccccc3)C1C2 (stereo unspecified)	106	94	101	110	92	111	120	89	96

Profiles, looked up by structure:
N#Cc1c2ccccc2nc2ccccc12 across the screens: NCI-H322M = 110; NCI-H460 = 101; A498 = 67; NCI-H23 = 100; NCI-H226 = 94; COLO 205 = 107; RXF 393 = ·; NCI-H522 = 101; HT29 = 110
O=[N+]([O-])c1ccc(N=Nc2c(Cl)c(O)c3ccccc3c2O)nc1 across the screens: NCI-H322M = 118; NCI-H460 = 91; A498 = 83; NCI-H23 = 87; NCI-H226 = 101; COLO 205 = 107; RXF 393 = 115; NCI-H522 = 70; HT29 = 91

The results go on:
SMILES	NCI-H322M	NCI-H460	A498	NCI-H23	NCI-H226	COLO 205	RXF 393	NCI-H522	HT29
COC(=O)/C=C1\S/C(=N\NC(=O)c2cc3ccc2/C=C\c2ccc(cc2)/C=C\3)N(c2ccccc2)C1=O	68	61	·	40	74	48	5.3*	42	-13*
COC(C)CCOC(=O)c1ccccc1C (stereo unspecified)	101	105	67	97	100	·	111	78	95
CCOC(=O)N1C(=O)c2ccccc2C1=O	141	110	123	113	106	106	115	95	102
COc1ccc(-c2nnc(CNc3ncccn3)o2)cc1	98	108	94	105	101	103	104	75	93
Nc1nc(N)nc(-c2ccccn2)n1	110	103	116	112	107	106	·	99	116
O=C1C(Cl)=C(NCCCN(CCO)CCO)C(=O)c2ccccc21	93	80	107	51	111	72	133	88	101
COc1cccc(-c2nc3occn3c2-c2ccnc(NCCNS(=O)(=O)c3ccc(C)cc3)n2)c1	109	103	·	103	91	101	103	95	83

Grouped by structure: those above containing bromine
SMILES	NCI-H322M	NCI-H460	A498	NCI-H23	NCI-H226	COLO 205	RXF 393	NCI-H522	HT29
CCC(=O)OC(c1cc2c(cc1Br)OCO2)C(C)Br (stereo unspecified)	105	108	99	101	91	121	107	101	103
Brc1cccc(/C=N/Nc2ncnc3sc4c(c23)CCNC4)c1	·	99	96	98	95	84	76	107	87
O=C1OC(c2cc(Br)c(O)c(Br)c2)c2ccccc21 (stereo unspecified)	111	101	109	105	103	107	113	·	104
O=C1O/C(=C(/Br)c2ccccc2)c2ccccc21	93	102	84	93	94	106	100	96	111
Cc1cc(C)c(-c2c(N)cc(Br)cc2Br)c(N)c1	102	83	71	71	76	54	10	63	49
Cn1cc(-c2csc(-c3cn(C(=O)OC(C)(C)C)c4ccc(Br)cc34)n2)c2ccnc(Cl)c21	85	69	90	82	73	91	78	67	89
C/C(=N\Nc1ccc(C(=O)O)cc1)c1cnn(-c2cc(=O)[nH]c3ccc(Br)cc23)c1C	99	119	140	102	95	116	132	101	114
COc1cc(C2CN(C)C3(C(=O)Nc4ccccc43)C2C(=O)c2ccc(Br)cc2)cc(OC)c1OC (stereo unspecified)	99	104	103	92	101	110	92	86	101
O=C(/C(=C/c1ccc(Br)cc1)c1ccccc1)c1ccccc1	93	88	91	96	90	110	·	86	87
Cc1cc(Br)ccc1Nc1nc(N)nc(N)c1N=O	121	105	74	93	97	111	115	88	97
O=c1[nH]nc(-c2ccc(Br)cc2)cc1Cc1ccc(O)cc1	126	103	103	98	86	99	·	89	103

From PubChem
